Screening data from PubChem.
Pol iota inh = DNA polymerase iota (human) inhibition; Potency, µM (highest dose often 115 µM), inactives show at the highest dose activity, negative = inhibition, hits mostly inhibitors; Q9UNA4; Pol iota fluorescent replication assay, 10 min; 1% of 390,000 active; AID 588590
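Pol iota at 10 nM preincubated 15 min with compounds at room temperature; reaction started with fluorescent substrate, 50 nM final. Fluorescence read kinetically at 0 and 10 min; buffer-only wells as negative control.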
Pol eta inh = blocks human DNA polymerase eta activity. Q9Y253. 1.2% of 390,000 active. Potency, µM (series often up to 114 µM), for inactives: top-dose activity change, negative = inhibition, usual class: inhibitors. recombinant Pol eta, fluorescent DNA replication assay. AID 588591; note: % is set by controls: 0 for no effect and ±100 for the full control effect
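Pol eta (10 nM) was preincubated with compounds for 15 min at room temperature, after which fluorescent replication substrate (50 nM final) was added to start the reaction. Fluorescence was read kinetically at 0 and 10 min.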
Pol kappa inh = inhibitors of human DNA polymerase kappa | Q9UBT6 | purified Pol kappa, fluorescent DNA synthesis assay, 10 min | Potency, µM (series often up to 107 µM), for the others: top-dose activity, negative = inhibition, most hits filed as inhibitors | 0.53% of 400,000 active; note: % is set by controls: 0 for no effect and ±100 for the full control effect
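Kinetic fluorescence readout at 0 and 10 min followed reaction start with substrate at 50 nM final. Beforehand, enzyme (10 nM Pol kappa) stood 15 min with compound at room temperature; buffer-only wells were negative controls.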
BAZ2B inh = BAZ2B (human) inhibition; Q9UIF8; AlphaScreen BAZ2B-H3K14Ac peptide displacement; Potency, µM (titrated, usually from 114 µM), inactives show top-dose activity change, negative = inhibition, hits mostly inhibitors; 4.4% of 360,000 active; AID 504333; note: % is set by controls: 0 for no effect and ±100 for the full control effect; nearly all actives have a fitted effect of over 60% in size
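BAZ2B 50 nM plus b-H3(5-23)K14Ac 50 nM, PBS pH 7.4/0.01% Tween-20, 30 min RT; compound added (max 110 uM), 30 min RT; streptavidin donor/Ni-chelate acceptor beads 10 ug/mL final, 20 min dark; AlphaScreen read.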
G9a inh = G9a (human) methyltransferase inhibition; G9a H3K9 monomethylation, AlphaScreen, 2 h; Potency, µM (top dose mostly 102 µM), without a hit: at the highest dose activity, negative = inhibition, usual class: inhibitors; 8.8% of 350,000 active; note: % is set by controls: 0 for no effect and ±100 for the full control effect; nearly all actives have a fitted effect of over 75% in size
Target sequence (Q96KQ7 913-1193 limits assumed): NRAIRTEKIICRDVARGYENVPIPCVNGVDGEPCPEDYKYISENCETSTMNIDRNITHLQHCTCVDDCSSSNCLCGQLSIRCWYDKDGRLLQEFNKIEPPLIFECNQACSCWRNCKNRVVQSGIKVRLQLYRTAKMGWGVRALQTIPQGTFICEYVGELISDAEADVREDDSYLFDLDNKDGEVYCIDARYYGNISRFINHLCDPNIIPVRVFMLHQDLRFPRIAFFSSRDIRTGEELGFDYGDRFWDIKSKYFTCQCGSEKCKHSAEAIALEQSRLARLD
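AlphaScreen detection with an anti-monomethyl H3K9 antibody quantified product after a 2 h room-temperature reaction containing 500 nM biotinylated H3K9 peptide, 20 µM SAM and 20 nM enzyme, which had been preincubated 15 min with compound.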
Apoferritin bind = binds horse apoferritin like a general anesthetic; AID 485281; 0.074% of 350,000 active; Potency, µM (doses to about 77.5 µM), for inactives: at the highest dose activity change, negative = displacement, usual class: inhibitors; apoferritin/1-aminoanthracene competitive binding, fluorescence; note: % is set by controls: 0 for no effect and ±100 for the full control effect; nearly all actives have a fitted effect of over 20% in size
Target sequence (P02791 2-175 limits assumed): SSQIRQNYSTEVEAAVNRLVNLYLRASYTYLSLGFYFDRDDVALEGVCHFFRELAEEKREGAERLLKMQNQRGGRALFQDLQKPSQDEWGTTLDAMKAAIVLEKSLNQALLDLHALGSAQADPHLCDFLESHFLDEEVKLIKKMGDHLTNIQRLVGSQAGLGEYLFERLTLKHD
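Read-out: endpoint 1-AMA fluorescence, excitation 380 nm and emission 535 nm, after compounds sit 10 min at room temperature with 10 uM horse-spleen apoferritin in 50% saturated 1-AMA/PBS. Values come from four-parameter Hill fits.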
POLB inh = DNA polymerase beta (human) inhibition; P06746; Pol beta primer extension/strand displacement, fluorescence kinetic; Potency, µM (titrated, usually from 114 µM), without a hit: at the top dose activity change, negative = inhibition, most hits filed as inhibitors; 1.3% of 340,000 active; AID 485314; note: % is set by controls: 0 for no effect and ±100 for the full control effect
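Curves were derived by four-parameter Hill fits of normalized qHTS data. The kinetic fluorescent primer-extension read was taken at 0 and 10 min after 50 nM substrate, following a 15 min room-temperature preincubation of 10 nM enzyme with compounds.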
APE1 inh = blocks human APE1 abasic DNA cleavage; P27695; recombinant APE1, TAMRA/BHQ-2 abasic DNA cleavage fluorescence; Potency, µM (top dose mostly 65.8 µM), for inactives: at the highest dose activity change, negative = inhibition, most hits filed as inhibitors; 0.35% of 350,000 active; AID 2517;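 note: plate controls were vehicle for no effect and reference inhibitor for full effect; nearly all actives have a fitted effect of over 55% in size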
Target sequence (P27695 whole entry, looked up): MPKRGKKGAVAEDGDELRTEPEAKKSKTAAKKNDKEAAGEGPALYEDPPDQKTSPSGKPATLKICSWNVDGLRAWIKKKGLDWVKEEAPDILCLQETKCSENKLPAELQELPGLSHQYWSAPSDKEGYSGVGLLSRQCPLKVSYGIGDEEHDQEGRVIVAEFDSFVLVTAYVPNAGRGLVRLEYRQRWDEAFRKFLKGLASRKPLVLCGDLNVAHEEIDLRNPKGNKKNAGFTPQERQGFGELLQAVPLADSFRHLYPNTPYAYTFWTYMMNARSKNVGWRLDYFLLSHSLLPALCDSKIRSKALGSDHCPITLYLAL
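Substrate: short duplex with […] THF abasic site, 5'-TAMRA and 3'-BHQ-2, 50 nM final. APE1 at 0.75 nM, preincubated 15 min RT with compound. Fluorescence increase from first to third read measured activity.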
BLM inh = Bloom syndrome helicase (human) inhibition. P54132. recombinant BLM DNA unwinding, fluorescence dequenching. Potency, µM (doses to about 56.1 µM), for inactives: at the highest dose activity change, negative = inhibition, usual class: inhibitors. 0.2% of 350,000 active. AID 2528;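 note: plate controls were vehicle for no effect and no enzyme for full effect; nearly all actives have a fitted effect of over 35% in size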
An asterisk follows results filed as active; ? = inconclusive; · = no result given; & = joins results of further samples; [ ] = remark or other dose. Calls come from the whole dose curve; as a rule, active = well fitted curve in the direction sought with a large enough effect; inconclusive = small, poorly fitted or top-dose-only effect, or another doubt; inactive = no such curve, though single readings can be large; an effect the other way counts as inactive or inconclusive. Potency is the fitted concentration of half-maximal effect. These rows are one share of the data; rates above refer to the full screens.

Sample of the layout, 11 compounds:
| Compound | Pol kappa inh | Pol iota inh | BLM inh | APE1 inh | POLB inh | Pol eta inh | G9a inh | BAZ2B inh | Apoferritin bind |
| --- | --- | --- | --- | --- | --- | --- | --- | --- | --- |
| CN(C(=O)CSc1nc2cc(Cl)ccc2c(=O)n1Cc1ccco1)C1CCS(=O)(=O)C1 (stereo unspecified) | 9% | 27% | -13% | 6% | ? | -6% | -12% | ? | -13% |
| COC(=O)CCN1CCC(c2cc(-c3cccc(C(F)(F)F)c3)n[nH]2)CC1 | -4% | -19% | -4% | 10% | ? | 2% | 9% | -13% | -10% |
| CC1CCN(C(=O)c2cc(Cl)ccc2NC(=O)c2ccco2)CC1 | 4% | 123%[activator] | -2% | 20% | 21% | -19% | -1% | 2% | -8% |
| CC(C)n1c(=S)[nH]c2c1c(=O)[nH]c(=O)n2C | -13% | 19% | 3% | 0% | 21% | -19% | ? | ? | -6% |
| CCCNC(=O)COC(=O)c1cc(-c2ccc(OC)cc2)nc2ccccc12 | -3% | 157%[activator] | -3% | -4% | 40% | -20% | 7% | -11% | -8% |
| CN(C)c1nnnn1-c1cccc(Oc2ncc(C(F)(F)F)cc2Cl)c1 | -6% | 24% | -2% | -4% | 4% | -22% | 11% | -13% | ? |
| Cc1cc(N/N=C/c2ccc(N(C)C)cc2)nc(NCc2ccccc2)n1 | -4% | 2% | -5% | -1% | -2% | -24% | -4% | 13µM* | 27% |
| CCc1ccc(S(=O)(=O)NCc2csc(C)n2)cc1 | 1% | 0% | 1% | -9% | 10% | -15% | 27% | 6% | 7% |
| Cc1ccc(-n2nc3c(c2NC(=O)CCC2CCCCC2)CS(=O)C3)cc1 (stereo unspecified) | 6% | -18% | 4% | 5% | 15% | -9% | -8% | -5% | -12% |
| Fc1ccccc1Nc1n[nH]c(=S)s1 | -8% | 15% | 0% | 11% | 27% | 8% | 2.8µM* | 50µM* | -9% |
| CCc1cc2c(SCC#N)ncnc2s1 | -2% | 53%[activator] | 0% | 19% | 40% | -2% | · | 7% | -14% |

All compounds of this part, from the first entry:
| Compound | Pol kappa inh | Pol iota inh | BLM inh | APE1 inh | POLB inh | Pol eta inh | G9a inh | BAZ2B inh | Apoferritin bind |
| --- | --- | --- | --- | --- | --- | --- | --- | --- | --- |
| CN(C(=O)CSc1nc2cc(Cl)ccc2c(=O)n1Cc1ccco1)C1CCS(=O)(=O)C1 (stereo unspecified) | 9% | 27% | -13% | 6% | ? | -6% | -12% | ? | -13% |
| COC(=O)CCN1CCC(c2cc(-c3cccc(C(F)(F)F)c3)n[nH]2)CC1 | -4% | -19% | -4% | 10% | ? | 2% | 9% | -13% | -10% |
| CC1CCN(C(=O)c2cc(Cl)ccc2NC(=O)c2ccco2)CC1 | 4% | 123%[activator] | -2% | 20% | 21% | -19% | -1% | 2% | -8% |
| CC(C)n1c(=S)[nH]c2c1c(=O)[nH]c(=O)n2C | -13% | 19% | 3% | 0% | 21% | -19% | ? | ? | -6% |
| CCCNC(=O)COC(=O)c1cc(-c2ccc(OC)cc2)nc2ccccc12 | -3% | 157%[activator] | -3% | -4% | 40% | -20% | 7% | -11% | -8% |
| CN(C)c1nnnn1-c1cccc(Oc2ncc(C(F)(F)F)cc2Cl)c1 | -6% | 24% | -2% | -4% | 4% | -22% | 11% | -13% | ? |
| Cc1cc(N/N=C/c2ccc(N(C)C)cc2)nc(NCc2ccccc2)n1 | -4% | 2% | -5% | -1% | -2% | -24% | -4% | 13µM* | 27% |
| CCc1ccc(S(=O)(=O)NCc2csc(C)n2)cc1 | 1% | 0% | 1% | -9% | 10% | -15% | 27% | 6% | 7% |
| Cc1ccc(-n2nc3c(c2NC(=O)CCC2CCCCC2)CS(=O)C3)cc1 (stereo unspecified) | 6% | -18% | 4% | 5% | 15% | -9% | -8% | -5% | -12% |
| Fc1ccccc1Nc1n[nH]c(=S)s1 | -8% | 15% | 0% | 11% | 27% | 8% | 2.8µM* | 50µM* | -9% |
| CCc1cc2c(SCC#N)ncnc2s1 | -2% | 53%[activator] | 0% | 19% | 40% | -2% | · | 7% | -14% |
| CSc1ccc(Cl)c(C(=O)OCC(=O)N2CCN(c3ccccc3)CC2)c1 | -4% | 13% | · | 5% | · | -5% | -45% | -32% | · |
| Cc1ccn2c(NC(=O)c3ccco3)c(-c3ccccc3)nc2c1 | 0% | 17% | -1% | -1% | 4% | -10% | -17%[59 µM] | 9% | -9% |
| CC(=O)COC(=O)c1cc(-c2ccc(C)cc2)nc2ccccc12 | -6% | -12% | -4% | 2% | 9% | -3% | · | 35% | -14% |
| Cc1cc(NC(=S)Nc2ccc(C)c(Cl)c2)n[nH]1 | -9% | 47%[activator] | -9% | -2% | -18% | -22% | 1.3µM* | ? | ? |
| CCOc1ccc2ncc3c(-c4cccc(OC)c4)nn(-c4ccccc4)c3c2c1 | -20% | -22% | -12% | · | -22% | ? | 1%[59 µM] | · | 48%[activator] |
| CCc1nnc(NC(=O)Cn2nc(-c3ccc(OC)c(OC)c3)ccc2=O)s1 | -4% | 2% | -5% | 23% | -1% | 8% | 7% | ? | -10% |
| Cn1c(=O)c2c(nc(SC3C(=O)CC(C)(C)CC3=O)n2C)n(C)c1=O | -3%[60.1 µM] | 3% | 2% | 15% | 2% | -9% | ? | -5% | -14% |
| CCCCOCCCNC(=O)N[C@H](C(=O)OC)C(C)C | 6% | 0% | -3% | 6% | 12% | -8% | 19% | 1% | -8% |
| Cc1cc(C)c(C(=O)COC(=O)CCn2c(C)csc2=O)cc1C | -6% | 9% | · | 38%[activator] | · | -19% | ? | ? | · |
| COCCn1nnnc1C(c1ccc(OC)cc1OC)N1CCN(c2ccccc2F)CC1 (stereo unspecified) | -4% | 11% | -6% | -1% | 3% | -23% | 56µM* | ? | -14% |
| COc1ccc(OC)c(NC(=O)C2CCC(CNc3c(N4CCC(C)CC4)c(=O)c3=O)CC2)c1 (stereo unspecified) | -6% | 32% | -3% | 9% | 33% | -15% | ? | -7% | -17% |
| Cc1cccnc1NC(=O)CNC(=O)C12CC3CC(CC(Cl)(C3)C1)C2 | -5% | 70%[activator] | · | 43% | · | -15% | -24% | -8% | · |
| CC(c1ccccc1)C1CC(=O)N(C2CCCCC2)C1=O (stereo unspecified) | -9% | 15% | -6% | 0% | 2% | -3% | -11%[59 µM] | 5% | ? |
| COc1ccc(-c2nnc(SCC(=O)c3[nH]c(C)c(C(C)=O)c3C)o2)cc1 | -7% | 27% | -4% | 10% | 12% | -11% | -43%[12.7 µM] | -37% | -12% |
| COc1ccc(-c2cn(Cc3ccc([N+](=O)[O-])cc3)nn2)cc1 | 24%&-9% | 6%&1% | -3% | 4% | 27% | -10% | · | -6% | -15% |
| CCOC(=O)/C(=C\c1cn(C)c2ccccc12)[N+](=O)[O-] | -9% | 25% | 4% | 5% | 6% | -16% | ? | ? | -7% |
| COC(=O)CC1C(C)(C)C(OC(C)=O)C2[C@H](OC(C)=O)[C@]34O[C@]2(O)[C@]1(C)C3CC[C@]1(C)C4=CC(=O)OC1c1ccoc1 (stereo partly specified) | ? | · | -12% | -12% | · | · | -41%[2.33 µM] | · | -24% |
| O=C(COC(=O)c1ccc(Br)o1)NCc1ccccc1Cl | -7% | -3% | · | -7% | · | -12% | · | · | · |
| O=S(=O)(Nc1ccc(Br)cc1F)c1ccc2nc(-c3ccccc3)[nH]c2c1 | 0% | 24% | -2% | · | 2% | -11% | -3%[59 µM] | 2% | -17% |
| C=C1CCN(C(CC(C)C)C(=O)O)S(=O)(=O)c2ccccc21 (stereo unspecified) | 6% | -6% | -3% | -4% | · | · | · | · | -5% |
| CCOC(=O)c1[nH]c2cc(OC)c(OC)cc2c1NC(=O)c1nonc1C | -8% | -5% | -3% | -2% | 41% | -15% | 14% | -2% | -10% |
| C=CCN1C2=NCCCN2c2ccccc21 | -21% | 10% | -6% | ? | 47% | -8% | 28%[59 µM] | -2% | 4% |
| Cc1cc(=O)oc2cc(OCC(=O)Nc3nnc(C(C)C)s3)ccc12 | -22% | ? | -8% | -3% | -8% | ? | 45µM* | -9% | 0% |
| CC(=O)c1ccc(S(=O)(=O)NC2CC(=O)N(c3ccc(C)c(C)c3)C2)cc1 (stereo unspecified) | 0% | -3% | · | 14% | · | -13% | ? | -12% | · |
| CCOc1ccc2[nH]c(C)cc(=O)c2c1 | 14% | 32%[activator] | 0% | 18% | -2% | -12% | 11%[59 µM] | -4% | -7% |
| C=CCOc1ccc(-c2nc3c(c(=O)[nH]c(=O)n3Cc3ccccc3)n2CCCOC)cc1 | 2% | 25% | -6% | 7% | 53% | -5% | 20% | 2% | -4% |
| COC(=O)c1c(C)[nH]c(C)c1-c1ccccc1 | -19% | -2% | 0% | -4% | 20% | -12% | -10%[2.33 µM] | -27% | -13% |
| Cc1c(C(=O)NC(C)CN2CCCCC2)oc2ccccc12 (stereo unspecified) | -14% | 24% | 5% | 0% | 41% | -4% | 3% | 5% | -15% |
| O=C(c1ccc(OC2CCN(CCc3ccccc3)CC2)cc1)N1CCC[C@H]1CO | 15% | 31%[activator] | -1% | 2% | ? | -16% | · | -10% | -9% |
| S=C(NCc1cccs1)Nc1cc(Cl)cc(Cl)c1 | -19% | 32%[activator] | -12% | 0% | -10% | -21% | 86%[activator] | 16% | -8% |
| O=C(c1cccs1)c1cn(CCOc2ccccc2F)c2ccccc12 | -7% | 6% | -11% | · | -20% | -8% | 20%[59 µM] | -2% | -13% |
| COc1ccc(NC(=O)C(Sc2nnc3ccccn23)c2ccccc2)cc1Cl (stereo unspecified) | 1% | -1% | -2% | 16% | -15% | -16% | 4%[59 µM] | -3% | -2% |
| Cc1ccccc1S(=O)(=O)Nc1nc2ccccc2nc1Cl | -4% | 27% | 5% | 1% | 1% | -17% | ? | · | -7% |
| NS(=O)(=O)c1cccc(NC(=O)COC(=O)CSCc2ccccc2)c1 | -3% | -11% | · | 4% | · | -24% | · | · | · |
| CCOc1cc(NC(=O)C2CC2)c(OCC)cc1NC(=O)c1ccccn1 | -10% | -5% | -2% | -4% | -4% | -22% | ? | -36% | 4% |
